# C2C12 statin: suppressors of statin myotoxicity in C2C12 myotubes, primary screen, cell-based, single point, plate reader. hit rate 0.78% among 330,000. AID 602340, 2012. C2C12 myotubes + simvastatin, ATP luminescence, 48 h; scaled: DMSO 0, geranylgeraniol control 100. rescue of ATP level, % at 7.49 µM;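 active = mean ATP rescue above about 67%, or every replicate alone reaching that limit, limit read from the data, passing the limit was not always enough; inconclusive = no clear call, values can overlap the other calls; inactive = mean under the limit and some replicate under it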;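 also: myotubes were challenged with 10 µM simvastatin during compound exposure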
# LGR2 antag: inhibitors of bursicon-induced LGR2 CRE-luciferase signal, primary screen, cell-based, HEK293, CRE-luciferase reporter, bursicon stimulation; hit rate 0.35% among 380,000; inhibition, % at 9.99 µM; Drosophila bursicon receptor LGR2 (rickets); bursicon-stimulated, 4 h; AID 720647, 2013;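 active = drop in luminescence signal, shown as inhibition above about 50% in the replicate tests, limit read from the data, passing the limit was not always enough; inconclusive = probably only some replicates passing the limit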;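 also: agonist challenge used bursicon conditioned medium at about half maximal strength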
# Casp6 inh: human caspase-6 inhibitors, primary screen, biochemical, VEID-R110 fluorescence, single point, set 2 | purified caspase-6, Z-VEID-R110 cleavage fluorescence | inhibition, % at 12.5 µM | hit rate 0.53% among 350,000;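 active = mean inhibition across replicates at least about 35%, with every replicate also reaching that limit, limit read from the data; inconclusive = only one of the two criteria met; inactive = neither criterion met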;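 also: 0% = median of neutral control wells and 100% = no fluorescence left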
# Target sequence (P55212 24-179 limits assumed): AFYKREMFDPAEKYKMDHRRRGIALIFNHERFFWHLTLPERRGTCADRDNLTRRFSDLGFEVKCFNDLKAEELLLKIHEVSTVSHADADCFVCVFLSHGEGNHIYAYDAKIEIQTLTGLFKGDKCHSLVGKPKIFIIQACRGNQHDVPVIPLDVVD
# Target sequence (P55212 194-293 limits assumed): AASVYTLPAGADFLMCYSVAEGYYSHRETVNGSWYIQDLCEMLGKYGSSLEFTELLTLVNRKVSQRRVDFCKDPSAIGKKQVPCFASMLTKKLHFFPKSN
# esBAF inh: Bmi1 luciferase reporter increase in mESCs, primary screen, esBAF inhibitor project, mouse ES cells, Bmi1 luciferase knock-in, single point; hit rate 2% among 350,000; reporter increase, % at 12.5 µM; AID 602393, 2012; 24 h; 100% = twice the neutral-well signal; in the data active = activation above about 40%; inconclusive = no clear call, values can overlap the other calls;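 also: 0% = median of the plate's neutral control wells and 100% = double that signal; a rise in the Bmi1 reporter signal indicates esBAF inhibition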
# FN deposition inh: inhibitors of fibronectin matrix deposition, primary screen, AH1F cells, Alexa488-fibronectin fluorescence, plate reader; inhibition, % at 12.6 µM; AH1F fibroblasts, overnight; hit rate 0.086% among 350,000; AID 743247, 2014;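 active = mean inhibition across replicates of 30% or more, regardless of how many single replicates reach that level; inconclusive = mean under 30% yet at least half of replicates reach 30%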;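 also: positive control wells lacked labelled fibronectin entirely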
#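 Schedule: 1 h cell adhesion before compound, then overnight fibronectin incubation; test system: AH1F fibroblast monolayer depositing Alexa488-labelled fibronectin into matrix; quantity: 10000 AH1F cells per well; probe or stimulus: fluorescent fibronectin at 24 nM final; signal: fluorescence, ex 485 nm, em 525 nm; evaluation: percent inhibition as loss of matrix-bound fibronectin fluorescence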
# S100A4 MyoIIA: inhibitors of S100A4-myosin IIA peptide binding, primary screen, biochemical, fluorescence polarization, TAMRA-MyoIIA peptide. Protein S100-A4 (Homo sapiens), P26447. inhibition, % at 10.7 µM. hit rate 0.14% among 360,000;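 active = mean inhibition of at least 70% across replicates, with every replicate also reaching that level; inconclusive = mean inhibition reaches 70% but some replicates fall short; inactive = mean inhibition below 70%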
# Target sequence (P26447 whole entry, looked up): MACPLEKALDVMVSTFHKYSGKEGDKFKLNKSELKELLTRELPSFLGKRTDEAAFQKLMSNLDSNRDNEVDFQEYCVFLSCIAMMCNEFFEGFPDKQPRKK
#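 Material: S100A4 monomer (human). Medium: Calcium-containing HEPES buffer, pH 7.2. Probe or stimulus: labelled myosin peptide probe, 5 nM. Compound dosing: one concentration per compound. Timing: polarization read 5 min after assay mix addition, stable 5–60 min. Benchmarks: DMSO as neutral control, TFP as positive control.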
# SIRT5 inh: SIRT5 desuccinylase inhibitors, primary screen, biochemical, fluorescence imaging, single point, set 5; Purified SirT5, succinyl-peptide AMC, trypsin-coupled fluorescence; inhibition, % at 15 µM; hit rate 1.1% among 330,000; in the data active = inhibition above about 15%; inconclusive = no clear call, values can overlap the other calls
# Target sequence (Q9NXA8 whole entry, looked up): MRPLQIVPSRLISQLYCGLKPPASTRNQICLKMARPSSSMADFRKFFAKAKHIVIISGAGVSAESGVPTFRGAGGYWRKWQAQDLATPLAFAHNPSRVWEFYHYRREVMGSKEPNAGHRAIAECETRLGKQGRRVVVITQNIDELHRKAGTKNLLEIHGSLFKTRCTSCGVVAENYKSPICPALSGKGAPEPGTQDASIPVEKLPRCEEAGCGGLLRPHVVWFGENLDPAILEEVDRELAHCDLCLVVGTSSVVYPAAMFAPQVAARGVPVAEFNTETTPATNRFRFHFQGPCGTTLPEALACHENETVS
# Numbers without * were called inactive; ? = inconclusive; . = no result given.
no.	mol	C2C12 statin	LGR2 antag	Casp6 inh	esBAF inh	FN deposition inh	S100A4 MyoIIA	SIRT5 inh
1	Cn1c(=O)c2ccccc2n2c(=S)[nH]nc12	5	16	-3	2	-7	5	-4
2	COC(=O)CC(NC(=O)CN1CCN(c2ccc(F)cc2)CC1)c1cccc(F)c1 (stereo not given)	3	13	2	-2	-7	1	0
3	CC(C)NC(=O)N(C)C[C@@H]1OCCCC[C@@H](C)Oc2ccc(NS(=O)(=O)c3ccc(F)cc3)cc2C(=O)N([C@@H](C)CO)C[C@@H]1C	.	-26	0	-7	8	10	-3
4	O=C(CO)c1c[nH]c2ccccc12	3	9	2	-7	.	-4	-1
5	COc1ccc2[nH]cc(C(=O)CN3CCCC(C)(C)C3)c2c1	0	-8	-3	13	-2	3	-1
6	COc1ccc(CCn2c(C)cc3c(c2=O)C(c2ccncc2)C(C#N)=C(N)O3)cc1OC (stereo not given)	.	.	.	-3	-7	-16	.
7	Cc1onc(-c2c(F)cccc2Cl)c1C(=O)ONC(=O)c1ccco1	-14	4	0	-9	-1	23	-2
8	CC(/C=C1\NC(=S)NC1=O)=C\c1ccccc1	14	-2	-9	0	-11	-3	-2
9	CC(=O)N(C)C[C@@H]1Oc2ncc(C3=CCCC3)cc2C(=O)N([C@@H](C)CO)C[C@@H]1C	-5	-8	-4	2	-6	-5	6
10	COc1cccc(C#Cc2ccc3c(c2)O[C@H](CN(C)C(=O)CN2CCOCC2)[C@H](C)CN([C@@H](C)CO)S3(=O)=O)c1	19	-5	4	5	-2	24	-3
11	CC(C)n1ncc2c(C(=O)Nc3ccccc3SCC(N)=O)cc(C3CC3)nc21	-5	-27	3	5	.	-7	.
12	Cc1ccc(NC(=O)CC2NCCNC2=O)cc1Cl (stereo not given)	.	-18	-3	.	-1	-2	1
13	C/C(=N\NS(=O)(=O)c1ccc(Br)cc1)c1cccs1	19	.	.	0	8	.	.
14	O=C(CNC(=O)c1ccncc1)N/N=C/c1cccc([N+](=O)[O-])c1	.	-18	-1	.	4	7	-4
15	O=C(c1cc2ccccc2oc1=O)N1CCN(C(=O)C2CCCO2)CC1 (stereo not given)	-9	-43	5	0	.	-4	1
16	O=C(Nc1cccc(Cl)c1)c1nc[nH]c1C(=O)NCc1ccccc1	-6	-10	-3	1	-13	-14	.
17	CCOC(=O)N1CCN(Cc2cc(=O)oc3ccc4ccccc4c23)CC1	16	5	.	3	.	.	.
18	CCN(C(=O)COC(=O)c1cccnc1SC)C1CCCCC1	0	-7	-1	2	4	-1	-1
19	NS(=O)(=O)c1cccc(NC(=O)COC(=O)CN2C(=O)C3CC=CCC3C2=O)c1 (stereo not given)	5	33	-1	-3	-8	7	13
20	Cc1cccn2c(CN3CCCC(c4ccccc4)C3)c(C(=O)N3CCOCC3)nc12 (stereo not given)	-14	18	.	-4	-9	.	.
21	Cc1nn(C)c(Cl)c1CN1CCN(C2CCCC2)C(CCO)C1 (stereo not given)	0	4	-1	-5	-5	14	0
22	Cc1c(C)n(C(=O)CSc2ncn[nH]2)c2ccccc12	5	-2	1	-11	.	2	-2
23	O=c1oc(-c2ccccc2)nc2c1cnn2-c1ccccc1	1	1	.	5	-5	.	.
24	CCOC(=O)C1CCCN(C(=O)C2c3ccccc3Oc3ccccc32)C1 (stereo not given)	6	.	.	1	0	.	.
25	O=c1c(Cc2ccccc2)c(O)ccn1C1CCCCCCC1	.	10	0	.	12	-15	0
26	O=C(/C=C/Nc1ccccc1)C(F)(F)F	.	-12	-2	.	7	-3	-4
27	COC(=O)[C@@]12C[C@@H](CC(=O)N3CCC(c4ccccc4)CC3)C(=O)N(CCc3ccc(OC)c(OC)c3)C1=CCC(C)(C)C2	.	16	-2	.	-1	-8	.
28	O=C(c1ccccc1)C1CCN(C(=O)c2ccc(Cl)cc2)CC1	0	9	1	0	-7	7	-3
29	CCOc1cc(Br)c(C(=O)O)cc1OCC	13	.	.	-3	-1	.	.
30	CC1=C(C(=O)N(C(C)C)C(C)C)CC(CC(=O)NCCCN(C)C)C(=O)N1Cc1ccc(F)cc1 (stereo not given)	3	12	-10	8	-10	-6	-2
31	COc1ccc(Nc2ncnc3ccc([N+](=O)[O-])cc23)c(OC)c1	.	10	0	.	-12	5	-2
32	COC(=O)C1=NNC2C(=O)N(c3ccc(C)cc3)C(=O)C12 (stereo not given)	.	13	1	.	.	7	0
33	O=C(O)C[C@H]1CC[C@H]2[C@@H](COC[C@H](O)CN2S(=O)(=O)c2ccc(Oc3ccccc3)cc2)O1	-2	8	40*	1	9	-13	-2
34	COc1cc(OC)c(C(=O)OCC(=O)Nc2cccc(S(=O)(=O)NC3=NCCCCC3)c2)cc1OC	2	-2	2	-22	6	17	2
35	COC(=O)C1CCN(Cc2cn(-c3ccccc3)nc2-c2ccc3c(c2)OCO3)CC1	.	-20	2	.	-12	-2	-2
36	C[C@H](CO)N1C[C@H](C)[C@@H](CN(C)S(=O)(=O)c2ccc(Cl)cc2)Oc2c(NC(=O)CCCCCC(=O)Nc3ccccc3N)cccc2C1=O	-57	-13	2	1	-18	-6	5
37	COC(=O)C(CC#Cc1ccc2c(c1)[C@]1(C(=O)N2)[C@H](C(=O)N2CCN(c3ncccn3)CC2)[C@H]2C(=O)O[C@H](c3ccccc3)[C@H](c3ccccc3)N2[C@@H]1c1ccc(OCCO)cc1)C(=O)OC	.	.	0	.	.	0	-3
38	CCC(=O)N(C)C[C@@H]1Oc2cc(C#CC(C)(C)O)ccc2S(=O)(=O)N([C@H](C)CO)C[C@@H]1C	-21	7	-1	-6	2	8	5
39	COc1ccc(C(CNC(=O)COc2ccccc2C)N2CCOCC2)cc1 (stereo not given)	11	-16	0	13	11	-3	1
40	COCCNC(=O)C[C@H]1CC[C@H]2[C@H](COc3ccc(NC(=O)Nc4cccc(F)c4)cc3C(=O)N2C)O1	16	-6	-1	-7	22	7	-2
41	O=C1c2ccccc2C(c2nnnn2Cc2ccccc2)N1CCc1ccc(O)cc1 (stereo not given)	.	10	2	.	2	2	-2
42	NC(=O)c1ccc(-n2c(CCC(=O)O)ccc2-c2cccs2)cc1	.	9	8	.	6	-5	-3
43	COc1ccccc1C(=O)Nc1ccnn1C1CCN(C(=O)c2ccoc2C)CC1	.	-5	-1	.	2	16	1
44	Cc1ccccc1CNC(=O)CCC(=O)N1Cc2ccccc2Oc2ncccc21	7	-10	0	-7	3	-9	-6
45	O=C(C1CCCO1)N1CCN(C(c2ccccc2)c2ccccc2)CC1 (stereo not given)	-2	-3	.	3	.	.	.
46	C[C@@H]1CN([C@@H](C)CO)C(=O)c2cc(C3=CCCC3)cnc2O[C@@H]1CN(C)C(=O)c1ccccn1	-7	-6	.	-5	.	-4	0
47	COCC(=O)Nc1ccc2c(c1)C(=O)N(C)[C@H]1CC[C@@H](CC(=O)NCC3CC3)O[C@@H]1CO2	-2	-13	1	0	-2	4	-2
48	CN(c1ccccc1C(=O)Nc1ccc2c(c1)OCCO2)S(C)(=O)=O	0	.	.	-6	1	.	.
49	O=C(NC1CC1)c1ccc(-c2cnc3cccnn23)cc1	1	5	0	25	8	-7	.
50	CC[n+]1ccccc1/C=C/Nc1ccccc1	.	0	-10	.	1	-4	1

# Carrying on:
no.	mol	C2C12 statin	LGR2 antag	Casp6 inh	esBAF inh	FN deposition inh	S100A4 MyoIIA	SIRT5 inh
51	Cc1ccc([C@H]2C[C@H](n3cc(C4CC4)nn3)[C@@H](O)CN2C(=O)C2CCCCC2)cc1	2	-8	2	2	-1	4	-2
52	C[C@@H]1CN([C@H](C)CO)C(=O)Cc2cc(NS(=O)(=O)c3cccs3)ccc2O[C@@H]1CN(C)CC1CCCCC1	11	13	-2	-2	-6	17	2
53	C[C@H](CO)N1C[C@H](C)[C@H](CN(C)S(=O)(=O)c2ccc(Cl)cc2)Oc2c(NS(=O)(=O)c3ccccc3)cccc2C1=O	-15	-14	.	-3	.	.	.
54	CCn1cc(S(=O)(=O)CC(=O)NC2CCCCC2)c2ccccc21	5	.	.	-16	-12	.	.
55	CN1CCC(N(C)C(=O)NC2CCCCC2)CC1	.	-6	11	.	-3	1	3
56	Cc1ccc(OCCNC(=O)[C@H]2O[C@@H](n3ccc(N)nc3=O)[C@H](O)[C@@H]2O)cc1C	4	-21	0	1	8	-2	-1
57	Cc1c(/N=C(\[O-])Nc2ccc(Br)cc2)sn[n+]1C	.	82*	2	.	-7	-5	.
58	C[C@@H]1CN(S(=O)(=O)C(C)(C)C)[C@H](CCO)/C1=C\CCO	.	-5	-1	.	1	16	0
59	CCN(C(=O)COC(=O)c1cccc(S(=O)(=O)N(CC)CC)c1)C1CCS(=O)(=O)C1 (stereo not given)	-2	8	0	4	12	-10	4
60	C[C@@H]1CN([C@H](C)CO)C(=O)Cc2cc(NC(=O)CCC(F)(F)F)ccc2O[C@@H]1CN(C)CC1CCCCC1	2	?	1	2	.	7	6
61	CCCOc1c(Cl)cc(C(=O)NC)cc1OC	.	1	5	.	3	-2	-4
62	CCc1c(-c2ccccc2Br)ncn1CCc1ccccc1OC	.	26	0	.	9	0	.
63	O=C(COC(=O)c1ccccc1O)NCc1ccco1	5	.	38*	6	-1	-2	0
64	CN1CCN(S(=O)(=O)c2cccc(C(=O)N(Cc3ccccc3)c3ccccc3)c2)CC1	.	29	4	.	.	-6	1
65	C#CCOCCOCCOCCNc1nc(N2CCN(C(=O)[C@H]([C@@H](C)O)n3cc(CCCCN)nn3)CC2)nc(N2CCN(C(=O)[C@H](Cc3ccc(O)cc3)n3cc(CCO)nn3)CC2)n1	1	5	-38	-1	-10	2	.
66	CSC(=Nc1ccccc1)C(C#N)c1nc2ccccc2[nH]1 (stereo not given)	-13	-21	-2	-7	0	-4	.
67	O=C(C[C@@H]1CC[C@@H](NS(=O)(=O)c2cccc(F)c2)[C@@H](CO)O1)N1CCCCC1	-5	8	0	0	-4	2	1
68	COCCn1cc(C(=O)c2cc(Br)ccc2O)cc(C#N)c1=O	.	8	1	.	16	-6	1
69	CCc1ccc(C2c3[nH]c4ccccc4c3CCN2C(=O)CNC(N)=O)cc1 (stereo not given)	.	29	3	.	-6	1	4
70	CC(=O)Nc1ccc(C)c(NC(=S)Nc2ccc(F)cc2)c1	-1	0	1	0	3	-2	0
71	COc1cc(/C=C/C(=O)OCC(=O)N2c3ccccc3NC(=O)C2(C)C)cc(OC)c1OC	3	-2	2	10	4	-2	1
72	CCn1cc(C(=O)N(C)c2ccc(OC)cc2OC)c2cc(OC)c(OC)cc2c1=O	-3	-11	-1	3	3	-7	0
73	CC(C)CCNC(=O)CN(CC1CCCO1)C(=O)CCC(=O)Nc1ccccn1 (stereo not given)	7	-3	.	-6	.	.	.

# Random excerpt: 3 compounds from above
no.	mol	C2C12 statin	LGR2 antag	Casp6 inh	esBAF inh	FN deposition inh	S100A4 MyoIIA	SIRT5 inh
66	CSC(=Nc1ccccc1)C(C#N)c1nc2ccccc2[nH]1 (stereo not given)	-13	-21	-2	-7	0	-4	.
63	O=C(COC(=O)c1ccccc1O)NCc1ccco1	5	.	38*	6	-1	-2	0
73	CC(C)CCNC(=O)CN(CC1CCCO1)C(=O)CCC(=O)Nc1ccccn1 (stereo not given)	7	-3	.	-6	.	.	.

# Screening data (PubChem)

# These rows are one share of the data (hit frequency here may not be typical).
